From PubChem BioAssay
ELG1 repair inh = ELG1-dependent DNA repair inhibition | AID 504467 | Potency, µM (doses to about 46.1 µM), for the others: at the highest dose activity change, negative = inhibition, actives largely listed as inhibitors | HEK293T ELG1-luciferase reporter, luminescence, 16 h; DNA damage induced by 5-fluorouridine | 330,000 tested, 2.3% active; also: potency is read from the fitted curve at half-maximal effect; % is scaled to controls: 0 for no effect and ±100 for the full control effect; nearly all actives have a fitted effect of over 55% in size
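HEK293T cells expressing luciferase-tagged ELG1 (2,000/well) received 5-Fluorouridine plus compound or DMSO for 16 hr at 37 °C. Luciferase was read by ONE-Glo luminescence after 30 min at room temperature.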
TSG101-PTAP inh = blocks PTAP/TSG101 interaction to inhibit HIV-1 budding; Fluorescence polarization, FITC-PTAP peptide / Tsg101 binding; Potency, µM (doses to about 115 µM), for inactives: at the highest dose activity change, negative = inhibition, hits mostly inhibitors; 340,000 tested, under 10 active; AID 493005; active = well fitted inhibition curve with a large enough effect in the main read-out, with a control signal flat, not every such curve was filed as active; inconclusive = small, poorly fitted or top-dose-only effect, or effect the other way, or a change in a side signal; inactive = no such curve, though single readings can be large or run the other way; also: potency is read from the fitted curve at half-maximal effect; % of control where 0% means no effect
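Fluorescence anisotropy tracks displacement of a FITC-tagged PTAP peptide (50 nM) from the Tsg101 binding domain (10 uM), following a 20 min room-temperature incubation at pH 7.5.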
USP2a inh = blocks human ubiquitin-specific protease USP2a. O75604. USP2 core, Ub-CHOP2 coupled fluorogenic reporter, 485/531. Potency, µM (series often up to 38.3 µM), for inactives: at the highest dose activity change, negative = inhibition, actives largely listed as inhibitors. 330,000 tested, 0.01% active. AID 463254;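 also: potency is read from the fitted curve at half-maximal effect; plate controls were DMSO wells for no effect and full inhibition by NEM control for full effect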
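Cell-free coupled assay: 10nM USP2 core preincubated 30min RT with compound in Tris-HCl pH 8.0/CaCl2/CHAPS buffer, then 25nM Ub-CHOP2 and 25nM reporter substrate; fluorescence (Ex 485/Em 531) read after 60min RT, normalized to NEM inhibition, concentration-response curves fitted.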
uPA surface inh = inhibitors of cell surface uPA generation; cell surface uPA generation assay, qHTS; Potency, µM (series often up to 38.3 µM), for the others: at the highest dose activity change, negative = inhibition, hits mostly inhibitors; 330,000 tested, 0.31% active; AID 540303; active = well fitted inhibition curve with a large enough effect; inconclusive = small, poorly fitted or top-dose-only effect; inactive = no such curve, though single readings can be large or run the other way; tested in mouse RAW 264.7 cells; also: potency is read from the fitted curve at half-maximal effect; % is scaled to controls: 0 for no effect and ±100 for the full control effect; nearly all actives have a fitted effect of over 55% in size
TCR activator = activates T cell receptor signaling; primary human leukocytes, anti-CD3, IL-2 HTRF, 48 h; Potency, µM (highest dose often 9.22 µM), for inactives: at the highest dose activation of IL-2 secretion, most hits filed as activators; 330,000 tested, under 10 active; also: % of control where 0% means no effect
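Activity was scored as IL-2 release from primary human leukocytes given only a TCR signal (a-CD3 beads) plus compound for 48 hr. Detection used a two-antibody HTRF format read at 665nm.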
Tb PFK block = T. brucei PFK enzyme inhibition; O15648; 330,000 tested, 0.17% active; AID 485367; T. brucei PFK, ADP-Glo luminescence; Potency, µM (series often up to 57.5 µM), inactives show at the top dose activity, negative = inhibition, hits mostly inhibitors;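 also: potency is read from the fitted curve at half-maximal effect; 0% = uninhibited 1x PFK enzyme wells and -100% = no-enzyme wells; nearly all actives have a fitted effect of over 60% in size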
Target sequence (O15648 whole entry, looked up): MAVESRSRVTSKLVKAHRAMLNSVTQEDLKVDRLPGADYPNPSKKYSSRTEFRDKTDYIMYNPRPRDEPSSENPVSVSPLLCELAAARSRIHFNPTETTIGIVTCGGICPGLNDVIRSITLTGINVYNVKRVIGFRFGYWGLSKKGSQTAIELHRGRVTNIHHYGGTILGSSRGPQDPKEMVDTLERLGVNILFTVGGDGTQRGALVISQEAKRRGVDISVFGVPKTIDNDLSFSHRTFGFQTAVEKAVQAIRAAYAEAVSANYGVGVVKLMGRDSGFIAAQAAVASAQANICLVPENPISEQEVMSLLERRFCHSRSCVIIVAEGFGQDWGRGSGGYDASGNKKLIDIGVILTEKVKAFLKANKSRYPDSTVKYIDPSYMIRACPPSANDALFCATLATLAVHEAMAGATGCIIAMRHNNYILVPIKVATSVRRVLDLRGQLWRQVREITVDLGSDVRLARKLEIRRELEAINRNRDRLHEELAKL
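ADP-Glo luminescence quantified ADP after 45 min at room temperature, with 1.25 nM T. brucei PFK, 0.1 mM ATP and 0.5 mM fructose-6-phosphate in pH 8.0 TEA buffer. qHTS titrations up to 57 µM; curves classified by quality.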
Mito fusion yeast = mitochondrial division inhibition or fusion activation; AID 485298; 320,000 tested, 0.23% active; S. cerevisiae fusion-defective mutant growth rescue, CellTiterGlo 48 h; Potency, µM (highest dose often 46.1 µM), without a hit: top-dose growth rescue (activation), actives largely listed as activators;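 also: potency is read from the fitted curve at half-maximal effect; % of control where 0% means no effect; nearly all actives have a fitted effect of over 45% in size; temperature-sensitive fusion mutants such as fzo1-1 at 37 °C on non-fermentable ethanol glycerol medium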
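Temperature-sensitive fusion-defective S. cerevisiae (e.g. fzo1-1, mgm1-5) were grown with compound in YPEG medium (3% ethanol, 3% glycerol) for 48 hours at 37C. Growth rescue was measured as viability by CellTiterGlo luminescence after 10 minutes at ambient.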
TSHR antagonist = antagonists of human thyroid stimulating hormone receptor | P16473 | TSHR-expressing cells, TSH-stimulated cAMP HTRF, 2 h; stronger effect = lower value | activity change, negative = inhibition, % at 11.5 µM | 330,000 tested, 0.2% active;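 active = activity change below a set negative limit, meaning inhibition stronger than a set level, cut at about -70% in these data; inconclusive = activity change between two set negative limits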; also: % is scaled to controls: 0 for no effect and ±100 for the full control effect
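Freshly harvested TSHR cells receive pin-tooled compound, then EC80 TSH at 4nM final. After 2 hours at 37 deg C, antibody in lysis buffer and cAMP-d2 are added; 30 minutes at ambient temperature precede the HTRF read.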
Eya2 inh = blocks the phosphatase activity of human Eya2 | 330,000 tested, 0.006% active | Potency, µM (highest dose often 76.9 µM), without a hit: at the highest dose activity, negative = inhibition, usual class: inhibitors | recombinant Eya2, OMFP fluorescence dephosphorylation (OMFP is methylfluorescein phosphate) | O00167; also: potency is read from the fitted curve at half-maximal effect; % is scaled to controls: 0 for no effect and ±100 for the full control effect
Target sequence (O00167 whole entry, looked up): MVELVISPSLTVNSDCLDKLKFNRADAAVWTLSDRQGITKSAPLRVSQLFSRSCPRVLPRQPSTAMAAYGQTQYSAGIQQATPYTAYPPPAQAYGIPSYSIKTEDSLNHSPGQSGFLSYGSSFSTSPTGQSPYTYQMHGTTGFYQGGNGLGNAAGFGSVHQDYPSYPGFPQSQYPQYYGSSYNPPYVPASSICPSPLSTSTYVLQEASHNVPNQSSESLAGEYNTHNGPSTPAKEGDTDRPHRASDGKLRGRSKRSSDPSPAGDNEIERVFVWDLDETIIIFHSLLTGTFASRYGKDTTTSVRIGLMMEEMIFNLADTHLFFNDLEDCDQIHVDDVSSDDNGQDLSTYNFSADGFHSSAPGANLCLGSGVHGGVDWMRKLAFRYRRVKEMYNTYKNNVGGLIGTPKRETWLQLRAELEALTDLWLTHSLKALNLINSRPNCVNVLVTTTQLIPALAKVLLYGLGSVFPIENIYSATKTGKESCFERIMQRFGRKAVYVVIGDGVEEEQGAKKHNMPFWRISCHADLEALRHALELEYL
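Eya2 (0.2 uM) preincubated 10 min at ambient with compound, then OMFP substrate added at 50 uM; 10 min reaction in 50 mM HEPES pH 7.5, 50 mM NaCl, 5 uM MgCl2, 0.05% BSA, 1 mM DTT. Fluorescence read at Ex 485/Em 525 nm.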
BCR signal inh = blocks chronic active B-cell receptor signaling; ABC-DLBCL IkBa-CBG/CBR reporter, luminescence ratio, 4 h; Potency, µM (highest dose often 46.1 µM), without a hit: at the highest dose ratio change, negative = lower green/red ratio, usual class: inhibitors; 340,000 tested, 0.05% active; AID 493014; active = well fitted inhibition curve with a large enough effect in the signal ratio, with a control signal flat, not every such curve was filed as active; inconclusive = small, poorly fitted or top-dose-only effect, or effect the other way, or a change in a side signal; the % refers to the signal ratio;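 also: potency is read from the fitted curve at half-maximal effect; plate controls were basal doxycycline-induced cells for no effect and cells given 10 µM MG132 for full effect; MG132 reads +100%, hits lower the ratio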
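Cell line TMD8 (human ABC DLBCL), stably expressing tet-inducible CBG68-IkBa fusion and CBR; IMDM/0.5% FBS; cpd up to 46 uM; dox induction, 4 h, 37C/5% CO2; dual luminescence; green/red ratio; MG132 control.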
B2AR arrestin = recruits beta-arrestin to the human beta2-adrenergic receptor; Potency, µM (series often up to 46.1 µM), for inactives: top-dose activation, actives largely listed as activators; P07550; beta-arrestin recruitment to beta2AR, cell-based reporter; 330,000 tested, 0.02% active;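 also: potency is read from the fitted curve at half-maximal effect; 0% = DMSO controls and full agonism = EC100 isoproterenol or metaproterenol; nearly all actives have a fitted effect of over 65% in size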
Active calls of the source: *; ? = inconclusive; / = not tested or not shown; & = joins results of further samples; [ ] = dose if it differs, or a comment. Unless noted, calls follow the shape of the dose curve; as a rule, active = well fitted curve in the direction sought with a large enough effect; inconclusive = small, poorly fitted or top-dose-only effect, or another doubt; inactive = no such curve, though single readings can be large; an effect the other way counts as inactive or inconclusive. Compounds as they come. Share with any hit: about 3%.

SMILES	ELG1 repair inh	TSG101-PTAP inh	USP2a inh	uPA surface inh	TCR activator	Tb PFK block	Mito fusion yeast	TSHR antagonist	Eya2 inh	BCR signal inh	B2AR arrestin
Cc1cccc(NC(=O)CCC(=O)OCc2ccc(Br)cc2)c1	0%	-3%	-1%	8%	4%[46.1 µM]	-3%	-5%	-1	3%	?	-0.5%
Cc1ccc(Nc2c(-c3ccco3)nc3ccccn23)cc1	?	-5%	0%	-1%	-2%[46.1 µM]	5%	13%	7	-2%	10%	0.3%
CCOC(=O)c1c(N)sn(-c2ccccc2C)c1=S	-1%	-5%	-1%	-3%	2%	-20%	10%	-13	-7%	?	-0.4%
O=C(COc1cccc2ccccc12)NNC(=O)c1cnccn1	-5%	-4%	1%	-8%	0%[46.1 µM]	-4%	12%	-2	4%	-4%	-0.8%
CC1=CC(C)=Nc2ccc(C)cc2N1	?	-5%&-5%	-1%&1%	-1%	-4%&-22%	15%&2%	1%&3%	6&2	-3%&11%	?	-0.2%&-0.2%
CCN=c1scc(-c2ccc3c(c2)NC(=O)CO3)n1N=C1CCCC1	?	-4%&-2%	0%	-2%&-2%	2%&-1%	-7%	1%	-38	-1%	-7%	-0.5%
CCNNC(=O)C(O)(c1cccc(C)c1)c1cccc(C)c1	1%	-1%	2%	-1%	-6%[46.1 µM]	0%	-24%	3	-3%	-2%	-0.5%
O=C(c1cc(-c2cccnc2)nc2ccccc12)N1CCN(S(=O)(=O)c2cccs2)CC1	?	-1%	-3%	1%	/	-1%	9%	-7	-11%	-6%	0.0%
CCCCS(=O)CC(COC)OC(=O)c1ccccc1 (stereo unspecified)	5%	-2%	1%	2%	1%	-5%	-3%	8	9%	0%	0.2%
OC(CNCc1ccccc1)(c1ccccc1)c1ccccc1	2%	-9%	2%	13%	-3%	-3%	-10%	2	4%	-10%	-0.8%
O=C(CC1CCCCC1)NCc1ccccc1	?	0%	-2%	1%	1%	0%	2%	-4	-8%	?	-1.0%
CCN(CC)c1ccc2cc(-c3nc4ccccc4n3C)c(=O)oc2c1	?	?	12%	-11%	-4%	-1%	-1%	14	12%	?	0.3%
CCn1c(C)nc2cc(C(=O)NN=C(C)c3ccc(C#N)cc3)ccc21	-14%	-5%	3%	-3%	-2%[46.1 µM]	-1%	/	-1	-4%	6%	-0.6%
Cc1ccc(S(=O)(=O)N2CCCCC2)cc1NC(=O)C1CCC1	18%	-1%	-2%	1%	5%	-1%	1%	6	-16%	?	0.4%
CCOc1ccc(S(=O)(=O)N2CCCC(C(=O)NCc3cccnc3)C2)cc1 (stereo unspecified)	-8%	0%	-2%	-1%	-1%	2%	-2%	-4	7%	-6%	-0.8%
COc1ccc(OC)c(N(CC(=O)Nc2cccnc2)S(=O)(=O)c2ccc(OC)c(OC)c2)c1	?	-2%	-3%	1%	0%	-6%	-4%	-3	5%	3%	-0.2%
CC(C)(C)OC(=O)NCCCCCNC(=O)c1[nH]cnc1C(=O)N[C@@H](Cc1ccccc1)C(=O)OC(C)(C)C	21%	3%	-8%	6%	6%	0%	/	-10	-2%	-23%	0.1%
CCc1ccc(C2C(C#N)=C(N)N(N3CCOCC3)C3=C2C(=O)CC(C)(C)C3)s1 (stereo unspecified)	3%	0%	3%	-5%	-8%	10%	5%	-1	-1%	18%	-0.6%
Cn1c(SCc2cccc([N+](=O)[O-])c2)nc2ccccc2c1=O	?	-1%	1%	-6%	-5%	-6%	11%	-44	2%	0%	-0.1%
O=C1OC(c2ccccc2)=C/C1=C/c1cccs1	7%	-2%	-1%	2%	5%[46.1 µM]	-11%	2%	4	0%	?	-0.4%
CCOC(=O)C(C)Sc1ncc(-c2ccccc2)cn1 (stereo unspecified)	?	-1%	1%	2%	/	-5%	15%	-16	1%	11%	0.0%
CCCC(=O)Nc1nnc(CC(=O)N2CCCC2)s1	?	-1%	2%	7%	-5%	1%	4%	-12	0%	17%	-0.4%
COc1cc2ccccc2cc1C(=O)N1CCN(C(C)=O)CC1	-15%	-3%	0%	-4%	4%	-6%	-1%	5	6%	-2%	0.2%
Cn1c(-c2cccs2)[n+](C)c2ccccc21	?	-3%	4%	-7%	4%	3%	5%	10	-3%	-3%	-0.2%
CCN(CC)CCN(C(=O)c1ccc2ncsc2c1)c1nc2cc3c(cc2s1)OCO3	?	-3%	4%	-1%	-3%	-2%	-3%	1	0%	?	-0.1%
Cc1nc(SCC(=O)c2c(N)n(C3CC3)c(=O)[nH]c2=O)[nH]c(=O)c1CCO	0%	-4%	-1%	-3%	2%	0%	-4%	2	15%	5%	-0.3%
CCn1c(SC)nnc1-c1nn(-c2ccccc2)ccc1=O	8%	-1%	0%	3%	3%	-3%	1%	1	-5%	-1%	-0.4%
CN(c1ccc(C(=O)Nc2ccc(S(=O)(=O)N3CCCC3)cc2)cc1)S(C)(=O)=O	-15%	-1%	3%	-1%	-7%	0%	-2%	-15	-2%	0%	0.3%
CC(=O)CCc1oc2ccc([N+](=O)[O-])cc2c1-c1ccc(C)o1	?	-4%	1%	2%	1%	-13%	15%	-8	-9%	2%	0.0%
O=C(O)Cn1cnc2c(oc3ccccc32)c1=O	0%	-6%	-1%	1%	4%	4%	1%	0	-4%	?	-1.2%
Cc1ccc(SCCC(=O)N2CCOCC2)cc1	?	-6%	-2%	4%	1%	-10%	-3%	4	-15%	?	0.0%
Cc1ccc(S(=O)(=O)N(CC(=O)N2CCc3ccccc3C2)c2cccc(Cl)c2)cc1	-2%	0%	?	-8%	0%	1%	6%	-7	12%	?	0.2%
CCOC(=O)N1CCC(NC(=O)c2cc(S(=O)(=O)N3CCc4ccccc43)cn2C)CC1	?	-2%	5%	-4%	1%	0%	3%	-11	17%	2%	0.5%
CC12CC(NC(=O)N1c1cccc(C(=O)N3CCN(c4ccccn4)CC3)c1)c1ccccc1O2 (stereo unspecified)	-13%	-7%	3%	0%	-1%	5%	-1%	-7	-3%	-3%	0.1%
CN1C(=O)N(CC(=O)Nc2cccc(S(=O)(=O)N(C)c3ccccc3)c2)C(=O)C12CCCCC2	-5%	-1%	1%	-21%	5%	-7%	-3%	-8	-6%	4%	-0.2%
CCCCN(CC)CCNC(=O)c1cn(CCOC)c(=O)c2c1c1ccccc1n2C	?	-5%	6%	13%	6%	0%	2%	-3	5%	0%	0.2%
Cc1ccc(NC(=O)C2CCN(S(=O)(=O)c3cccc4nonc34)CC2)nc1	21µM*	-3%	2%	1%	-1%	-5%	-1%	-9	4%	9%	-1.0%
O=C1c2ccccc2C(Nc2ccc(Cl)cn2)N1c1ccccn1 (stereo unspecified)	-11%	-1%	-3%	-29%	1%[46.1 µM]	-8%	7%	-14	-7%	8%	-0.4%
CC1CCCN(C(=O)Cn2nnc(-c3ccc([N+](=O)[O-])cc3)n2)C1 (stereo unspecified)	3%	/	0%	/	/	1%	-3%	-6	2%	-1%	-0.9%
CCCOc1ccc2c(CC)cc(=O)oc2c1C	?	-1%	3%	-3%	-2%[46.1 µM]	-2%	19%	15	3%	?	0.7%
Cc1ccccc1NS(=O)(=O)c1cccc2nonc12	12%	-2%	2%	1%	2%	-6%	6%	-6	-2%	-7%	0.4%
Cc1ccccc1C(=O)c1cccn1CC(=O)NC1CCCC(C)C1C (stereo unspecified)	0%	-6%	-2%	4%	8%	2%	4%	-10	-22%	-3%	0.1%
CC(=O)NS(=O)(=O)c1ccc(NC(=O)c2cc3c(=O)n4ccccc4nc3s2)cc1	3%	-1%	-2%	1%	2%	1%	1%	1	5%	-4%	-0.4%
COc1ccc(NS(=O)(=O)c2csc(C(=O)N3CCCC3)c2)cc1	-1%	-5%	0%	-6%	-3%	4%	1%	-3	-3%	0%	-1.0%
O=C(Nc1cccc(S(=O)(=O)N2CCCCCC2)c1)C1=COCCO1	26%	-4%	1%	4%	-27%	-6%	6%	-9	43%	0%	-0.3%
CCOc1ccc(NC(=O)c2sc(NC(C)=O)c(C(=O)OC)c2C)cc1	11%	-4%	-1%	0%	-2%	8%	-6%	-1	-4%	-11%	-0.2%
Cc1ccc(Cn2cnc3sc4c(c3c2=O)CCC4)c(C)c1	?	1%	0%	-6%	4%[46.1 µM]	-3%	8%	-13	-3%	1%	-0.5%
